CHOP UPR activ: apoptotic UPR (CHOP) activation | 0.34% of 330,000 active | CHO-CHOP luciferase reporter, luminescence; percent of tunicamycin response over DMSO baseline | activation, % at 10 µM | AID 449763;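 active = at 10 µM dose, activation of 40% or more, normalized to positive control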;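 also: 100% = tunicamycin at 10 µg/mL and 0% = DMSO alone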
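Test system: CHO CHOP reporter cells. Input: 500 CHO-CHOP cells per well. Medium: F12 with 10% FBS. Technique: luciferase luminescence. Measure: percent activation relative to tunicamycin control. Dosing: 10 µM compound, 0.5% DMSO. Timing: 16-18 h cell attachment, then 6 h compound exposure, 37 °C.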
697 NFkB inh: inhibitors of the PMA/ionomycin-induced NF-kB reporter in 697 B cells. inhibition, % at 4 µM. AID 435022. 0.33% of 330,000 active. 697 B-cell NF-kB luciferase reporter, 16 h; in the data active = inhibition above about 35%
Jurkat NFkB inh: inhibitors of the PMA/ionomycin-induced NF-kB reporter in Jurkat cells | inhibition, % at 4 µM | 0.53% of 330,000 active | PMA/ionomycin-induced NF-kB luciferase reporter, luminescence; in the data active = inhibition above about 50%
tim23-1 inh: inhibits growth of tim23-1 mutant yeast. S. cerevisiae tim23-1 growth, BacTiter-Glo luminescence, 24 h. inhibition, % at 20 µM. 1.3% of 330,000 active;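 active = growth inhibition of the mutant yeast at or above 50%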;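 also: temperature-sensitive mutant grown at 25 °C; plate controls were DMSO-treated mutant yeast for no effect and medium wells lacking yeast for full effect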
XBP1 UPR activ: activators of adaptive arm of unfolded protein response (XBP1). 0.33% of 330,000 active. AID 463104. activation, % at 20 µM. CHO-XBP1 luciferase reporter, IRE1-XBP1 UPR activation, luminescence; percent of tunicamycin response, DMSO as zero;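 active = versus positive control, 20 µM dose yields 30% or more activation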;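 also: 100% = tunicamycin at 10 µg/mL and 0% = DMSO only wells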
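Test system: CHO-XBP1 luciferase reporter cells | Buffer or medium: Serum-containing F12 medium, 10% FBS | Schedule: 6 h compound exposure at 37 °C, 5% CO2 | Detection: Steady-Glo luciferase glow luminescence, 10 min after reagent addition | Read-out basis: Activation, % of tunicamycin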
APJ antagonist: antagonists of human APJ apelin receptor; CHO-K1 APJ beta-arrestin complementation, luminescence; inhibition, % at 20 µM; 0.32% of 330,000 active; AID 2521;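 active = inhibition above about 40% at 20 µM, limit read from the data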;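 also: cells challenged with 10 nM apelin-13 agonist together with compound; plate controls were apelin-13 plus DMSO wells for no effect and DMSO wells lacking apelin-13 for full effect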
Target sequence (P35414 whole entry, looked up): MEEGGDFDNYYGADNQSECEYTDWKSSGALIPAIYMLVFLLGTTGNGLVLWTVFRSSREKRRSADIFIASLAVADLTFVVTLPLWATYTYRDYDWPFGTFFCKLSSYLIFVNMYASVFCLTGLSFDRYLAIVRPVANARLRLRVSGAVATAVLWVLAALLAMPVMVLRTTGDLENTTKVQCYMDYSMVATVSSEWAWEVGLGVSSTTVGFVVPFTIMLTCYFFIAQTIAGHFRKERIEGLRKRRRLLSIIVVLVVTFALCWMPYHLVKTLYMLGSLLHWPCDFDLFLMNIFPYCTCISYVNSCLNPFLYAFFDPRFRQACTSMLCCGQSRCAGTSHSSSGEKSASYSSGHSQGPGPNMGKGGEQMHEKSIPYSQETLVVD
APJ agonist: agonists of human APJ apelin receptor; CHO-K1 APJ PathHunter beta-arrestin, luminescence; 0% DMSO wells, 100% apelin; activation, % at 20 µM; 0.11% of 330,000 active; AID 2520;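 active = activation more than six SD over the plate average, tested at 20 µM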;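 also: 0% = DMSO alone and 100% = apelin-13 at 10 nM; some results filed as inactive read as strong as hits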
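Assay system – PathHunter CHO-K1 APJ (AGTRL-1) beta-arrestin reporter cells · Compound – one dose, 20 µM compound, 1% DMSO · Timing – compound 90 min 25 °C, reagent 1 h · Measured by – luminescence from split beta-galactosidase complementation, Galacton Star/Emerald II substrate · Measure – beta-arrestin recruitment to APJ as agonist activity, luminescent signal · Benchmarks – DMSO vs Apelin-13 10 nM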
Mdm2-MdmX inh: disrupts the human Mdm2-MdmX interaction; inhibition, % at 8 µM; SaOS-2 split-luciferase Mdm2/MdmX complementation, luminescence; 3% of 330,000 active; O15151+Q00987;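 active = inhibition of at least 50% at 8 µM in the primary screen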
Numbers without * were called inactive.

mol	CHOP UPR activ	697 NFkB inh	Jurkat NFkB inh	tim23-1 inh	XBP1 UPR activ	APJ antagonist	APJ agonist	Mdm2-MdmX inh
Cc1ccc(S(=O)(=O)NNC(=O)c2sc3nc(C)cc(C)c3c2-n2cccc2)cc1	-2.0	3	-8	44	-1	-10	9	25
Cc1ncsc1CCOC(=O)c1ccc(N2CCOCC2)c([N+](=O)[O-])c1	-2.4	0	3	22	11	4	1	-25
COc1ccccc1N=Nc1[nH]c2ccc(C)cc2c1O	5.3	-10	-19	-4	3	9	-5	8
Cc1ccsc1C(=O)OCC(=O)NC1CC1	1.2	5	-5	-12	-1	-5	-1	13
CCOC(=O)c1cnc2ccc(C)cn2c1=O	4.1	15	3	-7	-1	-8	-2	6
COc1ccc(C)cc1NC(=O)CNc1ccc(C(C)=O)cc1	0.8	10	4	9	0	-6	-1	22
COC(=O)c1cccc(NC(=O)C2C3CCC(C3)C2C(=O)O)c1 (stereo not drawn)	-0.8	16	-1	6	1	8	-1	-13
COc1cc(C2Nc3ccccc3C(=O)N2c2ccccc2)ccc1O (stereo not drawn)	1.6	-4	-27	7	-3	18	-5	-11
COc1cc(NC(=O)c2cc([N+](=O)[O-])ccc2Br)ccc1NC(=O)c1ccco1	5.0	32	7	31	0	-41	5	43
Cc1csc(=O)n1CC(=O)OCC(=O)NNC(=O)c1ccc([N+](=O)[O-])cc1	0.9	-7	0	-2	-3	-30	5	-8
COc1ccc(OC)c(N(CC(=O)Nc2cccc(C(F)(F)F)c2)S(C)(=O)=O)c1	-1.2	7	-2	14	-3	-10	-1	7
CC(=O)c1nc(N2C(=O)CC(Cc3ccc(C)cc3)C2=O)sc1C (stereo not drawn)	1.4	11	-7	3	-1	12	-4	6
COc1ccccc1C(=O)NC(CCSC)C(=O)NNC(=O)c1ccncc1 (stereo not drawn)	-0.9	13	-4	10	-3	-5	-1	12
O=C(CCN1CCN(c2ccccc2)CC1)Nc1ccccc1F	1.2	1	-2	2	2	14	-5	13
Cc1ccc2cc3cc(C(=O)N4CCN(C(=O)c5ccco5)CC4)sc3nc2c1	4.0	4	-7	38	-5	7	-2	21
O=C(NCCN1C(=O)S/C(=C\c2cccs2)C1=O)[C@H](Cc1ccccc1)N1C(=O)c2ccccc2C1=O	-0.8	-14	-6	-22	-3	11	-4	-6
CCOc1ccccc1N1CC(O)=C(c2nc3ccccc3s2)C1=N	2.4	-11	59*	34	5	-1	-1	57*
CCNC(=O)n1nccc1C(C)Oc1ccccc1 (stereo not drawn)	-0.2	17	-5	1	0	8	-5	11
O=C(CN1C(=O)COc2ccc(Cl)cc21)Nc1ccccn1	1.6	-9	13	10	-5	17	-1	-8
O=C(Nc1ccc(S(=O)(=O)Nc2cnc3ccccc3n2)cc1)c1ccccc1Br	0.2	4	-6	0	3	-28	0	8
COc1cccc(N2CCN(C(=O)CCC(=O)N3CCOc4ccc(C)cc43)CC2)c1	0.6	-6	3	22	-4	-3	7	23
O=C(N/N=C/c1ccc([N+](=O)[O-])s1)C(O)c1ccccc1 (stereo not drawn)	1.0	-4	21	35	0	-6	-1	42
CCOc1ccccc1OCC(=O)OCC(=O)Nc1ncc(Cl)cc1Cl	0.2	28	5	11	2	2	-3	-19
C/C(Cn1cnc([N+](=O)[O-])n1)=N\NC(=O)c1ccccc1	-1.8	-2	-6	6	0	-18	-1	15
COc1ccc(-c2c(C#N)c(N)nc3c2c(=O)n(C)c(=O)n3C)cc1	-0.1	-7	-1	-46	-1	-5	-3	-1
CCOc1c2ccc(C(=O)NCc3ccc4c(c3)OCO4)cc2nn1C	-1.3	10	-17	-15	-3	1	-2	9
O=C(Nc1cccc(Cl)c1)c1cc(N=Nc2ccc([N+](=O)[O-])cc2Cl)ccc1O	-1.4	-19	6	71*	-5	56*	-11	92*
CCOc1ccc(NC(=O)Cc2ccccc2)cc1	4.5	-57	-67	15	0	-15	-2	-51
CN(C/C=C/c1ccccc1)C1CCCCC1	-0.9	1	8	20	0	-12	-6	6
O=C(CSc1nncc(=O)[nH]1)NCc1ccccc1	-1.2	10	4	4	-5	17	0	41
O=C(COC(=O)c1cccnc1Cl)c1ccc(Cl)cc1Cl	-0.2	12	9	12	12	58*	-13	6
Cc1cc(C)nc(SCC(=O)c2ccc(O)cc2O)n1	-0.6	4	4	17	-2	-51	1	-6
CCOC(=O)c1c(C)[nH]c(C(=O)NCc2ccco2)c1C	3.0	-8	3	17	0	-10	-3	2
COc1ccccc1Oc1c(C)oc2cc(OC(=O)c3ccco3)ccc2c1=O	0.3	-6	-9	23	0	5	-3	-3
COc1cccc(N2CCN(c3c4c(nc5ncnn35)CCC4)CC2)c1	0.8	-13	25	11	-2	-3	-4	27
N#Cc1cccc(C(c2nnnn2C2CCCC2)N2CCCCCC2)c1 (stereo not drawn)	0.9	12	-3	11	-3	-5	-4	19
Cc1cc(C(F)(F)F)nn1Cc1n[nH]c(=S)n1-c1ccc(Cl)cc1	-1.2	5	-8	9	0	0	-4	-15
CC(C)(C)c1ccc(Cn2nc(CC(=O)O)c3ccccc3c2=O)cc1	0.2	7	12	4	-2	5	-5	-40
Cc1ccc(C)c(NC(=O)c2cc(S(=O)(=O)N3CCOCC3)cn2C)c1	5.5	-7	1	5	-2	-3	0	25
COc1cc(CN(C(=O)c2ccco2)c2ccc(C)cc2)ccc1O	-0.9	10	7	27	-1	-1	-2	1
Cc1cc(Cl)nc(-n2nc(C)cc2C)n1	3.9	22	0	-2	-3	3	-3	-2
CC(C)(C)NC(=O)NC(=O)CSc1ccc(S(=O)(=O)N2CCCCC2)cn1	1.7	1	-7	28	-1	11	-2	-48
CC1Cc2cc(S(=O)(=O)N3CCC(C(=O)N4CCCCC4)CC3)ccc2N1C(=O)C1CC1 (stereo not drawn)	0.5	-14	3	13	-4	7	12	0
Cc1ccc(-n2nc(C)cc2N)c(C)c1	-0.5	0	5	-3	-1	-5	-3	-32
O=C(NCc1ccc(F)cc1)C(=O)NCC1CCCN1S(=O)(=O)c1ccccc1 (stereo not drawn)	-0.5	-1	-8	10	-2	-10	-3	21
CC(=O)OC1CC(c2cc(C(C)(C)C)c(O)c(C(C)(C)C)c2)=NO1 (stereo not drawn)	-2.5	9	-3	20	-2	5	-2	12
CC(C)(C)OC(=O)N1CCC(CNC(=O)c2ccc(F)cc2)CC1	0.6	-3	13	18	-2	0	-2	13
O=C(/C=C/c1cn(-c2ccccc2)nc1-c1cccnc1)c1ccco1	-1.2	12	13	41	-5	-4	1	52*
COc1ccc(C)cc1NC(=O)CC1COc2ccccc2O1 (stereo not drawn)	-1.8	10	-3	29	-1	18	-1	9
Cc1ccc(S(=O)(=O)n2ccnc2)cc1C	-1.0	-9	-3	19	-1	-72	-3	10
CCOC(=O)C(=CNc1ccc(NC2=NCC(C)(C)S2)cc1)C(=O)OCC	6.0	9	7	18	-6	-3	15	26
CCOC(=O)C(C)Oc1ccc(NC(=O)C(Cl)Cl)cc1 (stereo not drawn)	-0.6	15	-9	23	0	10	-2	32
COc1ccc(-n2cc(-c3ccc(Cl)cc3)[nH]c2=S)cc1	8.6	-115	-89	-10	7	-33	0	-31
Cn1cccc1/C=C1\Cc2ccccc2C1=O	4.9	-100	-63	25	5	11	-5	-96
Cc1ccc(SCc2[nH]nc3c2C(c2ccco2)C(C#N)=C(N)O3)cc1 (stereo not drawn)	3.8	15	6	68*	1	23	-7	17
Cc1cccc2cc(CN(Cc3ccco3)C(=O)c3ccco3)c(=O)[nH]c12	1.8	-5	7	16	-6	12	1	2
CC(C)n1c(O)c(N=NC(=O)CNC(=O)Cc2ccc(Cl)cc2)c2ccccc21	2.0	-5	3	33	-1	16	-1	25
COc1ccccc1NS(=O)(=O)c1ccc(C(=O)N2CCN(c3ccccc3)CC2)cc1	-0.3	-2	9	29	-4	0	0	7
Cc1ccccc1NC(=O)CSc1nnc(-c2ccccc2)n1-c1ccccc1	-1.8	22	5	10	-4	12	-2	-7
Cc1nc(C)c(CCNC(=O)c2cccc(Cl)c2)s1	2.3	-6	-8	-7	2	4	-1	-3

6 of the entries above in order of the 697 NFkB inh value, descending:
| SMILES | 697 NFkB inh | Jurkat NFkB inh | XBP1 UPR activ | APJ antagonist | APJ agonist | Mdm2-MdmX inh |
| --- | --- | --- | --- | --- | --- | --- |
| Cc1cc(Cl)nc(-n2nc(C)cc2C)n1 | 22 | 0 | -3 | 3 | -3 | -2 |
| CCOC(=O)C(C)Oc1ccc(NC(=O)C(Cl)Cl)cc1 (stereo not drawn) | 15 | -9 | 0 | 10 | -2 | 32 |
| N#Cc1cccc(C(c2nnnn2C2CCCC2)N2CCCCCC2)c1 (stereo not drawn) | 12 | -3 | -3 | -5 | -4 | 19 |
| Cc1cc(C(F)(F)F)nn1Cc1n[nH]c(=S)n1-c1ccc(Cl)cc1 | 5 | -8 | 0 | 0 | -4 | -15 |
| Cc1ccc(S(=O)(=O)n2ccnc2)cc1C | -9 | -3 | -1 | -72 | -3 | 10 |
| COc1ccc(-n2cc(-c3ccc(Cl)cc3)[nH]c2=S)cc1 | -115 | -89 | 7 | -33 | 0 | -31 |

Sorted by SMILES length (rising): some entries from above.
mol	CHOP UPR activ	697 NFkB inh	Jurkat NFkB inh	tim23-1 inh	XBP1 UPR activ	APJ antagonist	APJ agonist	Mdm2-MdmX inh
CCOC(=O)c1cnc2ccc(C)cn2c1=O	4.1	15	3	-7	-1	-8	-2	6
C/C(Cn1cnc([N+](=O)[O-])n1)=N\NC(=O)c1ccccc1	-1.8	-2	-6	6	0	-18	-1	15
CC(C)(C)NC(=O)NC(=O)CSc1ccc(S(=O)(=O)N2CCCCC2)cn1	1.7	1	-7	28	-1	11	-2	-48

(list continues)
mol	CHOP UPR activ	697 NFkB inh	Jurkat NFkB inh	tim23-1 inh	XBP1 UPR activ	APJ antagonist	APJ agonist	Mdm2-MdmX inh
COc1ccc(N2CCN(C(=O)[C@@H](NC(=O)c3ccccc3Cl)C(C)C)CC2)cc1	0.7	5	7	20	2	12	-3	5
CSc1ccccc1C(=O)Nc1cccc([N+](=O)[O-])c1C	-1.0	25	-15	12	0	-22	0	17
CCC(=O)NC1(C(F)(F)F)C(=O)Nc2c1c(=O)[nH]c(=O)n2Cc1ccco1 (stereo not drawn)	-3.0	23	1	6	-2	14	-3	8
Cc1cc(C)c(C#N)c(SCC(=O)N(CC(C)C)C2CCS(=O)(=O)C2)n1 (stereo not drawn)	-2.0	3	4	20	3	12	-5	18
Cc1cc(N2C(=O)C(O)=C(C(=O)c3cc4ccccc4o3)C2c2ccc(OC(C)C)cc2)no1 (stereo not drawn)	4.8	7	-18	4	10	30	-2	21
COc1cccc(CC(=O)Nc2sc3c(c2C(N)=O)CCCC3)c1	1.4	-1	6	3	1	-2	-3	23
CCCS(=O)(=O)c1c(S(=O)(=O)CCC)c2cc(-c3ccncc3)ccn2c1C(=O)OC	0.6	11	1	21	1	2	1	24
NC(=NC1CCCCC1)c1ccc(Cl)cc1	-0.3	-6	-19	3	-4	0	-1	7
CCCOc1ccc(-c2nc(N)n[nH]2)cc1	2.4	-18	-36	20	1	-3	-2	-3
O=C(Nc1ccc(O)c2c(=O)cc(-c3cccc(Cl)c3)oc12)c1ccc(F)cc1	0.8	2	1	4	3	4	-4	23
CC(C)CC(=O)NC(Nc1ccc([N+](=O)[O-])cc1)C(Cl)(Cl)Cl (stereo not drawn)	0.5	3	-2	32	-2	-4	0	11
Cc1cc(=O)n2c3c(cccc13)CCC2	1.0	-13	-6	17	-2	1	3	1
O=C(N/N=C/c1cccc(O)c1)c1ccccc1O	0.1	-50	-36	16	2	-3	-2	29
CCN1CN=C(NS(=O)(=O)c2ccc(C)cc2)NC1	1.5	14	-5	11	-1	24	-4	34
COc1ccc(N2CCN(S(C)(=O)=O)CC2)cc1	1.5	11	16	-10	-3	0	-2	-9
